Screening data from PubChem BioAssay.
HCV inhibitor = blocks hepatitis C virus; Potency, µM (highest dose often 41.8 µM), for the others: top-dose activity change, negative = inhibition, most hits filed as inhibitors; Huh7.5.1 HCVcc-Cre infection, luciferase reporter, 44 h; 3.4% of 340,000 active; note: potency is the fitted concentration of half-maximal effect
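Luciferase read-out (15 sec integration) after a 15 min room-temperature substrate step quantifies HCVcc-Cre infection. Cells, 1,000 per well, had compound added 4 h post-plating, then virus at ~0.5 moi, and were cultured 44 h.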
AmpC inh detg = AmpC beta-lactamase inhibition with detergent present | AID 485294 | Potency, µM (series often up to 114 µM), for inactives: at the top dose activity change, negative = inhibition, usual class: inhibitors | P00811 | 0.041% of 370,000 active | AmpC hydrolysis of nitrocefin, absorbance 480 nm, 0.01% Triton;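 note: potency is the fitted concentration of half-maximal effect; 0% = no-compound wells and -100% = no-enzyme wells; nearly all actives have a fitted effect of over 25% in size; some results filed as inactive show a strong effect at the top dose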
Target sequence (P00811 whole entry, looked up): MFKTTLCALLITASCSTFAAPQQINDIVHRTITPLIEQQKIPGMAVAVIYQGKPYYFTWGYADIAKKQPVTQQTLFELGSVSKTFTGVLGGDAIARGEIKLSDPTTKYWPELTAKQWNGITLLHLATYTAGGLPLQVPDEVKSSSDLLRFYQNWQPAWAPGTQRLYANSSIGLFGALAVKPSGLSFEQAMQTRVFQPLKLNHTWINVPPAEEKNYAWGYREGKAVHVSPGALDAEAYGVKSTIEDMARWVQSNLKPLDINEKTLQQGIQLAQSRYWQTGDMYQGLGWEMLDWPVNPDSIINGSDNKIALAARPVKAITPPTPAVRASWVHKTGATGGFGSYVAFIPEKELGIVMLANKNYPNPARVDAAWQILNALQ
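20 mM phosphate pH 7.0 + 0.01% (detergent screen) or 0.0001% Triton X-100; 5.3 nM AmpC reagent; cpd preinc 15 min RT; nitrocefin (800 uM stock) to start; A480 q20 s × 4 min; Activity was normalised to no-enzyme and no-compound control wells.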
HCMV inh = inhibitors of human cytomegalovirus. HFF cells, HCMV-luciferase reporter, 72 h; hits give low values. activity change, negative = inhibition, % at 57.5 µM. 4.5% of 410,000 active. AID 1259415; in the data active = activity change below about -60%; inconclusive = no clear call, values can overlap the other calls; inactive = above about -39%
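Compounds were evaluated in HFFs infected with an HCMV luciferase reporter virus (MOI 1 PFU/cell). Luciferase in lysates collected 72 h post infection served as the replication measure.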
FBPA Giardia inh = Giardia lamblia aldolase inhibition; A8B2U2; purified Giardia FBPA; Potency, µM (titrated, usually from 59.6 µM), for inactives: at the highest dose activity, negative = inhibition, most hits filed as inhibitors; 0.71% of 290,000 active; AID 2451; note: potency is the fitted concentration of half-maximal effect; nearly all actives have a fitted effect of over 55% in size
Target sequence (A8B2U2 whole entry, looked up): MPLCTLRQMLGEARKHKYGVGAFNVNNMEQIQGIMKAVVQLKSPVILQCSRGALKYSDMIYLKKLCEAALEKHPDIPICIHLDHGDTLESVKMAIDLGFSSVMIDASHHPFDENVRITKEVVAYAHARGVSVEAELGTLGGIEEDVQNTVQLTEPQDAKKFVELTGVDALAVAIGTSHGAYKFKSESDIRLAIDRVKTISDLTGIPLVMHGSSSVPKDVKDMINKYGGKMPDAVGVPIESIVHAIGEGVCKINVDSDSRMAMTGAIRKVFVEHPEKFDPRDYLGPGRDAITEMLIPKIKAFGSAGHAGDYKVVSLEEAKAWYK
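Giardia FBPA (40 nM reagent) was preincubated 10 min at RT with compound (up to 57.5 uM final), then substrate plus GAPDH/TPI/NAD/arsenate coupling system with diaphorase/resazurin was added; resorufin fluorescence (525/598 nm) was read after 20 min.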
Sm TGR block = inhibitors of Schistosoma mansoni thioredoxin glutathione reductase | Q962Y6 | purified TGR, DTNB reduction, TNB absorbance 405 nm | Potency, µM (top dose mostly 114 µM), inactives show top-dose activity change, negative = inhibition, most hits filed as inhibitors | 3% of 360,000 active | AID 485364; note: potency is the fitted concentration of half-maximal effect; nearly all actives have a fitted effect of over 60% in size
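Kinetic colorimetric format: TGR-catalysed, NADPH-driven DTNB reduction monitored via TNB absorbance. Enzyme dispensed at 20 nM; compound exposure 15 min at room temperature before reaction start.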
AmpC inh no detg = inhibitors of E. coli AmpC beta-lactamase without detergent. P00811. AmpC nitrocefin hydrolysis, absorbance 480 nm, 0.0001% Triton. Potency, µM (series often up to 57.1 µM), without a hit: at the top dose activity change, negative = inhibition, hits mostly inhibitors. 0.52% of 330,000 active. AID 485341;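 note: potency is the fitted concentration of half-maximal effect; plate controls were no compound for no effect and no enzyme for full effect; nearly all actives have a fitted effect of over 20% in size; some results filed as inactive show a strong effect at the top dose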
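AmpC (5.3 nM in the dispensed reagent) in 20 mM phosphate pH 7.0 with 0.01% (detergent screen) or 0.0001% Triton X-100 was preincubated with compounds for 15 min at room temperature. Nitrocefin was then added from an 800 uM solution, and hydrolysis was followed at 480 nm.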
* = called active by the depositor; ? = inconclusive; · = no result given; & = joins results of further samples; [ ] = another dose, or the depositor's remark. Unless noted, calls come from the whole dose curve; as a rule, active = well fitted curve in the direction sought with a large enough effect; inconclusive = small, poorly fitted or top-dose-only effect, or another doubt; inactive = no such curve, though single readings can be large; an effect the other way counts as inactive or inconclusive. Unless noted, % is set by controls: 0 for no effect and ±100 for the full control effect. Rows were taken by chance (roughly 9.9% active in at least one column).

| Compound | HCV inhibitor | AmpC inh detg | HCMV inh | FBPA Giardia inh | Sm TGR block | AmpC inh no detg |
| --- | --- | --- | --- | --- | --- | --- |
| CN(CC(=O)Nc1ccccn1)S(=O)(=O)c1ccc(Cl)cc1 | -2% | 0% | -10 | -2% | -5% | -12% |
| CCN1CCN(CC(c2ccccc2)c2ccccc2)CC1 | -10% | -4% | ? | ? | 3% | -4% |
| CCS(=O)(=O)n1nc(-c2ccc(C)cc2)nc1N | -1% | -12% | -19 | 3% | -6% | -25% |
| CC1SC(c2ccccc2)N(CC(O)c2ccc([N+](=O)[O-])cc2)C1=O (configuration not stated) | 3% | 0% | 24 | -6% | -1% | -7% |
| CCOc1ccc(CCNC(=O)CN2C(=O)COc3ccc(S(=O)(=O)N4CCC(C)CC4)cc32)cc1 | · | -1% | -11 | · | -4% | · |
| CC(=O)c1c(C)[nH]c(C(=O)Nc2cc(F)ccc2C)c1C | 5% | ? | 19 | 7% | -7% | -4% |
| Cc1cccc(NC(=O)N2C3CCCC2CC(NC(=O)C2CC2)C3)c1 (configuration not stated) | 3% | -9% | -6 | 7% | -3% | -1% |
| O=C(NC1=NCCS1)c1cc(Cl)ccc1Cl | 5% | 8% | 10 | -10% | 4% | -14% |
| O=S(=O)(Nc1cccc(-c2nnco2)c1)c1ccc(F)cc1F | 4% | 4% | -12 | -4% | 3% | -22% |
| C[C@H](CO)N1C[C@H](C)[C@@H](CN(C)C(=O)Nc2ccccc2)Oc2c(NC(=O)Nc3ccc4c(c3)OCO4)cccc2C1=O | -11% | · | 25 | · | · | 170%[activator] |
| COc1ccc(NC(=O)CCC(=O)c2ccc(Cl)cc2)cn1 | 6% | -2% | 2 | · | -33% | -28% |
| COc1ccc2[nH]c3c(c2c1)CCN1C(=O)C(CC(=O)NCCCn2ccnc2)C[C@H](C(=O)N2CCOCC2)[C@@]31C (some centres not stated) | 39%[activator] | · | -3 | · | · | -14% |
| CCOc1cc2[nH]c(=S)n(CCC(=O)N3CCc4ccccc4C3)c(=O)c2cc1OCC | 3% | -6% | ? | -1% | 17% | -8% |
| Cc1cccc(C(=O)OCc2cc(=O)n3nc(-c4cccs4)sc3n2)c1 | · | 1% | 9 | · | -4% | · |
| O=C(COC(=O)c1cc[n+]([O-])cc1)Nc1ccc(Cl)c(C(F)(F)F)c1 | 1% | · | 9 | · | · | -6% |
| CCCCNc1nc2c(S(=O)(=O)c3ccccc3)nnn2c2ccccc12 | ? | 5% | -8 | 3% | 7% | -29% |
| O=C(COC(=O)c1ccccc1NCCO)NNC(=O)c1cccs1 | ? | ? | 10 | · | 1% | -7% |
| COCCN(C(=O)COC(=O)c1cc2ccccc2cc1O)c1c(N)n(Cc2ccccc2)c(=O)[nH]c1=O | ? | -1% | -30 | · | -3% | -17% |
| O=C(COc1nncc2ccccc12)NCCC1=CCCCC1 | 16% | ? | 23 | 1% | 4% | -6% |
| Nc1nc2ccccc2n1CCOc1ccc(Cl)cc1 | -18% | ? | -21 | -2% | -33% | -32% |
| Cc1cccc(CNC(=O)CCCN2C(=O)c3cccnc3Oc3ccccc32)c1 | · | 15% | 0 | · | 2% | · |
| CC(C)(C)NC(=O)C(OC(=O)c1cccs1)c1ccc(F)cc1 (configuration not stated) | 4% | -5% | 42 | 6% | -8% | -5% |
| Cc1ccc2c(c1)CCCN2C(=O)C1CCCO1 (configuration not stated) | 5% | -14% | 15 | 1% | -8% | 2% |
| CSc1nnc(-c2ccccc2Cl)o1 | 0% | -5% | -3 | 5% | 0% | -12% |
| Cc1ccc(-n2nc(-c3cccnc3)cc2C(=O)N2CCOCC2)c(C)c1 | -7% | 2% | -2 | -17% | -6% | 0% |
| CCOC(=O)CSc1nc(C2CC2)nc2ccccc12 | -16% | -7% | 18 | -6% | -9% | 26% |
| CSc1nc2sc3c(c2c(=O)n1-c1ccccc1C)CCCC3 | · | 12% | 7 | · | 9% | · |
| O=C(O)c1cccc2c(/C=N/Nc3ccccn3)c[nH]c12 | 32%[activator] | -6% | · | -28% | 0% | -14% |
| Cc1ccc(S(=O)(=O)N(C)C[C@H]2Oc3c(NC(=O)Nc4cccc5ccccc45)cccc3C(=O)N([C@@H](C)CO)C[C@@H]2C)cc1 | ? | · | -16 | · | · | 198%[activator] |
| COc1cc(NC(=O)Cn2cnc3sc(C)c(S(=O)(=O)N4CCN(C)CC4)c3c2=O)cc(OC)c1OC | · | 6%&-9% | 3 | 13% | 9%&-3% | 9% |
| CCOC(=O)N1CCN(c2c(NCCc3ccc(OCC)c(OCC)c3)c(=O)c2=O)CC1 | ? | 5% | 20 | 0% | 4% | 2% |
| CN(CC(=O)Nc1ccccc1Cl)C(=O)COC(=O)c1nc(Cl)c(Cl)c(Cl)c1Cl | ? | 5% | 55 | -19% | 18µM* | 84%[activator] |
| O=C(Nc1ccc(O)c(C(=O)O)c1)c1ccc2c(c1)C(=O)N(CC1CCCO1)C2=O (configuration not stated) | 4% | 3% | -6 | 7% | -4% | -20% |
| CN(C)CCSc1nc(-c2ccccc2)nc2c1CCCC2 | 0% | 4% | -38 | 4% | 9% | 49% |
| C/C(=N\NC(=O)CSCc1ccc(Cl)cc1)c1ccc(NC(=O)c2ccccc2)cc1 | -15% | -8% | -7 | -1% | -8% | -16% |
| COc1ccc(-n2c(CN3CCN(c4ccccc4)CC3)nc3ccc([N+](=O)[O-])cc3c2=O)c(OC)c1 | -25% | -20% | -79* | -5% | ? | 54% |
| CCOC(=O)c1cc(-c2ccccc2)sc1NC(=S)Nc1cc(C)ccn1 | 12% | 3% | -14 | 3% | -1% | -24% |
| COC(=O)c1sc(S(=O)(=O)N2CCC(C)CC2)c(C(=O)OC)c1C | -2% | ? | -17 | 8% | 19% | 54% |
| O=C(c1cc([N+](=O)[O-])ccc1Cl)N1c2ccccc2Sc2ccccc21 | -23% | ? | ? | -14% | -8% | ? |
| O=C(C1CC(c2ccc(Cl)c(Cl)c2)=NO1)N1CCC2(CC1)OCCO2 (configuration not stated) | -18% | -11% | 26 | -2% | -5% | 92%[activator] |
| C#CCSc1nc(-c2ccccc2)cc(C(F)(F)F)c1C#N | ? | -1% | 28 | 7% | 1% | -32% |
| CCCCOc1ccc(C(=O)N(C)CC(=O)Nc2ccc(C)cc2)cc1 | -12% | -5% | -28 | ? | 5% | 20% |
| CCOc1ccc(-c2nn[nH]n2)cc1OCC | 2% | -7% | 35 | -6% | -3% | -10% |
| Cc1cc2nc3s/c(=C/c4ccc(-c5ccccc5C(=O)O)o4)c(=O)n3c2cc1C | -1% | -1% | -10 | -6% | 3.5µM* | -28% |
| COc1ccc(NC(=O)c2c(C)oc3c2CCCC3)cc1 | -9% | -4% | -19 | -2% | -17% | -9% |
| Cc1ccc(OCCN(C)C(=O)CC2C(=O)NCCN2CC(C)(C)C)cc1 (configuration not stated) | -9% | 4% | -6 | -23% | ? | 147%[activator] |
| CC(CNC(=O)c1cc(Cl)ccc1[N+](=O)[O-])NC(=O)c1cc(Cl)ccc1[N+](=O)[O-] (configuration not stated) | -13% | ? | 19 | 0% | -26% | -25% |
| Cc1ccc(-c2nnc3c4ccccc4c(-c4ccccc4)nn23)cc1 | · | -3% | 22 | · | 7% | · |
| Cc1ccc(S(=O)(=O)NCCC(=O)OCC(=O)N(Cc2ccccc2)C(C)(C)C)cc1 | 12% | -9% | -37 | · | 7% | -11% |
| COc1ccc(N2C(=NC(=O)C3CCCCC3)SC3CS(=O)(=O)CC32)cc1Cl (configuration not stated) | 12% | ? | 3 | 5% | -9% | 31% |
| COc1ccc(CN(C)C(=O)c2cccc(C(=O)N(C)Cc3ccc(OC)cc3)c2)cc1 | 11µM* | -6% | -71* | 7% | -7% | 119%[activator] |
| Cc1ccc(NC(=O)Cn2nnc(C(=O)NCCc3ccccc3)c2N)cc1Cl | -1% | -3%&18% | -14&48 | 3% | -5%&-1% | -39% |
| Cc1cccc2cc(C(c3nnnn3C3CCCC3)N3CCOCC3)c(=O)[nH]c12 (configuration not stated) | 17% | 1% | -2 | -10% | -2% | -7% |
| CCOC(=O)/C=C/C(=O)OCC(=O)Nc1cccc(Cl)c1Cl | 3% | -10% | 54 | 5% | ? | -13% |
| Cc1ccc(NC(=O)CSc2nc3ccccc3c3nc(CCc4c(C)n[nH]c4C)nn23)cc1F | -2% | -11% | ? | -6% | 1% | 36% |
| Cc1ccc(/C=N/n2c(C)nnc2C)cc1 | 6% | ? | 0 | -2% | -1% | 5% |
| Cc1ccc(S(=O)(=O)N/N=C2/CCCCC2C2CCCCC2)cc1[N+](=O)[O-] (configuration not stated) | 5% | ? | -34 | 9% | -10% | -25% |
| COc1ccccc1NC(=S)NCCc1ccc(OC)c(OC)c1 | -29% | 6% | ? | 5% | 5% | -5% |
| C1CCN2C[C@@H]3C[C@@H](CN4CCCC[C@@H]34)[C@H]2C1 | 3% | · | 39 | -14% | · | · |
| CCOC(=O)CNC(=O)N1CCCC(CCC(=O)NCc2ccc(F)c(F)c2)C1 (configuration not stated) | 28% | 5% | -24 | 2% | 21% | -3% |
| COc1cc(/C=N/NC(=O)COc2ccc(Cl)cc2)ccc1OS(=O)(=O)c1ccc(C)cc1 | 11µM* | -3% | 7 | -5% | -3% | -12% |
| O=C(O)CSc1ncnc2c1sc1nc(-c3ccccc3)c3c(c12)CCC3 | 7% | 5% | -24 | 6% | 2% | -20% |
| Cc1cccc(NC(=O)c2cccc(N3CCCS3(=O)=O)c2)c1 | · | 3% | 40 | · | 6% | · |

Nothing new here: an excerpt of the list.
| Compound | HCV inhibitor | AmpC inh detg | HCMV inh | FBPA Giardia inh | Sm TGR block | AmpC inh no detg |
| --- | --- | --- | --- | --- | --- | --- |
| C#CCSc1nc(-c2ccccc2)cc(C(F)(F)F)c1C#N | ? | -1% | 28 | 7% | 1% | -32% |
| CCCCOc1ccc(C(=O)N(C)CC(=O)Nc2ccc(C)cc2)cc1 | -12% | -5% | -28 | ? | 5% | 20% |
| CCOc1ccc(-c2nn[nH]n2)cc1OCC | 2% | -7% | 35 | -6% | -3% | -10% |
| Cc1cc2nc3s/c(=C/c4ccc(-c5ccccc5C(=O)O)o4)c(=O)n3c2cc1C | -1% | -1% | -10 | -6% | 3.5µM* | -28% |
| COc1ccc(NC(=O)c2c(C)oc3c2CCCC3)cc1 | -9% | -4% | -19 | -2% | -17% | -9% |
| Cc1ccc(OCCN(C)C(=O)CC2C(=O)NCCN2CC(C)(C)C)cc1 (configuration not stated) | -9% | 4% | -6 | -23% | ? | 147%[activator] |
| CC(CNC(=O)c1cc(Cl)ccc1[N+](=O)[O-])NC(=O)c1cc(Cl)ccc1[N+](=O)[O-] (configuration not stated) | -13% | ? | 19 | 0% | -26% | -25% |
| Cc1ccc(-c2nnc3c4ccccc4c(-c4ccccc4)nn23)cc1 | · | -3% | 22 | · | 7% | · |
| Cc1ccc(S(=O)(=O)NCCC(=O)OCC(=O)N(Cc2ccccc2)C(C)(C)C)cc1 | 12% | -9% | -37 | · | 7% | -11% |
| COc1ccc(N2C(=NC(=O)C3CCCCC3)SC3CS(=O)(=O)CC32)cc1Cl (configuration not stated) | 12% | ? | 3 | 5% | -9% | 31% |
| COc1ccc(CN(C)C(=O)c2cccc(C(=O)N(C)Cc3ccc(OC)cc3)c2)cc1 | 11µM* | -6% | -71* | 7% | -7% | 119%[activator] |
